From PubChem BioAssay
AT treatment = potential ataxia-telangiectasia treatment; 320,000 tested, 0.19% active; Potency, µM (top dose mostly 57.5 µM), for inactives: at the top dose activation, actives largely listed as activators; […] A-T fibroblasts, KAP-1 phosphorylation AlphaLISA; neocarzinostatin DNA damage 30 min before lysis; further: potency means the concentration at half of the fitted maximal effect; % of control where 0% means no effect; nearly all actives have a fitted effect of over 45% in size
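hTERT-immortalized A-T patient fibroblasts ([…]), 500 cells/well in OPTI-MEM, 1% FBS, got compounds for 60 min, then NCS for 30 min at 37C. Lysates were then assayed for phospho-KAP-1 by AlphaLISA (anti-pKAP1 donor, anti-KAP1 acceptor beads), 6 hr at 25C.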
KCNH2 WT inh = blocks the wildtype human KCNH2 potassium channel. U2OS, BacMam KCNH2, thallium flux FluxOr; stronger effect = lower value. 340,000 tested, 0.37% active. Q12809. activity change, % at 1.84 µM;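 active means maximum activity change below -70%; inconclusive means maximum activity change between -70% and -50%; inactive means maximum activity change above -50%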; further: on the % scale 0 is the no-effect control and ±100 the full control effect
Target sequence (Q12809 whole entry, looked up): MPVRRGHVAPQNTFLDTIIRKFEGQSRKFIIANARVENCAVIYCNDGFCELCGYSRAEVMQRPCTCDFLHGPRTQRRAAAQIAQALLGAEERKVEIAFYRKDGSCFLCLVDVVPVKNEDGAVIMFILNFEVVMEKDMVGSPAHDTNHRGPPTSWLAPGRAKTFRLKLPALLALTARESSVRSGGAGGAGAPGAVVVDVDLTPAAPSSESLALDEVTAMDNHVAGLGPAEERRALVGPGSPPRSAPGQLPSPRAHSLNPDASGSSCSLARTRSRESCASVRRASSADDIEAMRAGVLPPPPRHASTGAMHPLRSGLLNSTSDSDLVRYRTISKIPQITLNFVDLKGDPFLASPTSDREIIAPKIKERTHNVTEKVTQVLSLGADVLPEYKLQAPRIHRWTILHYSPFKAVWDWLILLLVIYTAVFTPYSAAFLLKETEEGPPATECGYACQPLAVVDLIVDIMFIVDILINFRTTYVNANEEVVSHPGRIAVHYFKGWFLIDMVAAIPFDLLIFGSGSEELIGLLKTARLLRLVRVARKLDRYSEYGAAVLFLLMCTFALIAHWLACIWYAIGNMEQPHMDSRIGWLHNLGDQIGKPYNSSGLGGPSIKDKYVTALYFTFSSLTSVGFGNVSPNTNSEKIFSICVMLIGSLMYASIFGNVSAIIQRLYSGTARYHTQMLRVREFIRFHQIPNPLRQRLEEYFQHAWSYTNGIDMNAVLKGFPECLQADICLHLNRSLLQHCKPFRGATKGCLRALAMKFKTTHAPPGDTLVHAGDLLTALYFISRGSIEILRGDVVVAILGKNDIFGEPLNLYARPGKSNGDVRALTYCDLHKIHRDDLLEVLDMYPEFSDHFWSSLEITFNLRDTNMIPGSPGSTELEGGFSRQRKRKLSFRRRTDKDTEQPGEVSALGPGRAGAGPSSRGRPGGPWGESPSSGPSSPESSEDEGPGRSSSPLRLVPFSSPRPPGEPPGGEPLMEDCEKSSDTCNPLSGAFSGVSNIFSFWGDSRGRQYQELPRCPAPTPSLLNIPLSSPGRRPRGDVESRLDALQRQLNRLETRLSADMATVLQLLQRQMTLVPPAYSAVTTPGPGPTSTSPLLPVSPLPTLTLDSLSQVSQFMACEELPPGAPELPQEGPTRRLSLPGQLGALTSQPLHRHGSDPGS
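U2OS cells were transduced with wild-type KCNH2 virus (2.03 x 10^8 / mL) for 4 h at room temperature, then cultured overnight at 37 C. Thallium flux was read with FluxOr dye. Rate constants were normalized to DMSO controls.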
Mito fusion yeast = mitochondrial division inhibition or fusion activation | Potency, µM (doses to about 46.1 µM), for the others: at the highest dose growth rescue (activation), actives largely listed as activators | AID 485298 | 320,000 tested, 0.23% active | S. cerevisiae fusion-defective mutant growth rescue, CellTiterGlo 48 h;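 further: potency means the concentration at half of the fitted maximal effect; % of control where 0% means no effect; nearly all actives have a fitted effect of over 45% in size; temperature-sensitive fusion mutants such as fzo1-1 at 37 °C on non-fermentable ethanol glycerol medium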
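Luminescent cell viability in 1536-well qHTS format served as the measure of rescued growth in ts fusion-mutant S. cerevisiae cultured on non-fermentable YPEG for 48 hours at 37C.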
KCNH2 3.1 inh = inhibitors of human KCNH2 3.1 potassium channel isoform. U2OS KCNH2 3.1, thallium flux FluxOr; stronger effect = lower value. activity change, % (tested at about 1.8 µM). 340,000 tested, 0.95% active;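 active means maximum activity change below -70%; inconclusive means maximum activity change from -70% to -50%; inactive means maximum activity change above -50%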;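 further: thallium influx rate constant from kinetic fluorescence after stimulation buffer; on the % scale 0 is the no-effect control and ±100 the full control effect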
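Measured as rate of thallium-driven FluxOr signal in transduced U2OS cells carrying the 3.1 channel, read kinetically for 2 min upon stimulation; values are rate constants scaled to DMSO control wells.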
TRPV1 agonist = agonists of human vanilloid receptor 1 (TRPV1). Q8NER1. TRPV1-expressing cells, Fluo-8 calcium influx, agonist mode. activation, % at 8.33 µM. 320,000 tested, 0.19% active. AID 540275; in the data active means activation above about 80%; inconclusive means between about 30% and that limit; further: 0% is about no effect
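Cells expressing TRPV1 were dye-loaded with Fluo-8 and read kinetically: 10 s baseline, 3 min after compound (agonist portion), then 2 min after EC20 capsaicin (allosteric enhancer portion). Calcium-bound dye fluorescence at 480/520 nm.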
TCR activator = activators of T cell receptors. primary human leukocytes, anti-CD3, IL-2 HTRF, 48 h. Potency, µM (top dose mostly 9.22 µM), inactives show at the top dose activation of IL-2 secretion, usual class: activators. 330,000 tested, under 10 active. AID 504894; further: % of control where 0% means no effect
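IL-2 produced over 48 hr by a-CD3 bead-stimulated primary human leukocytes exposed to compounds was detected with a homogeneous time-resolved FRET immunoassay, 665nm acceptor signal after 320nm excitation.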
TSHR antagonist = human thyrotropin receptor antagonism. P16473. TSHR-expressing cells, TSH-stimulated cAMP HTRF, 2 h; stronger effect = lower value. activity change, negative = inhibition, % at 11.5 µM. 330,000 tested, 0.2% active. AID 504810;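 active means activity change below a set negative limit, meaning inhibition stronger than a set level, cut at about -70% in these data; inconclusive means activity change between two set negative limits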; further: on the % scale 0 is the no-effect control and ±100 the full control effect
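Read-out is FRET at 665 nm (cryptate excitation 337 nm) from a cryptate-tagged anti-cAMP antibody, competed by cell cAMP against cAMP-d2. Compounds are tested on freshly harvested TSHR cells challenged with 4nM TSH (EC80) for 2 hours at 37 deg C.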
ELG1 repair inh = inhibitors of ELG1-dependent DNA repair in HEK293T cells. HEK293T ELG1-luciferase reporter, luminescence, 16 h; DNA damage induced by 5-fluorouridine. Potency, µM (series often up to 46.1 µM), for inactives: at the top dose activity change, negative = inhibition, most hits filed as inhibitors. 330,000 tested, 2.3% active; further: potency means the concentration at half of the fitted maximal effect; on the % scale 0 is the no-effect control and ±100 the full control effect; nearly all actives have a fitted effect of over 55% in size
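Step one: seed 2,000 cells per well. Step two: pin-transfer compound or DMSO alongside 5-fluorouridine. Step three: incubate 16 hr, 37 °C, 5% CO2. Step four: add ONE-Glo, wait 30 min, read luminescence.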
Eya2 inh = Eya2 (human) phosphatase inhibition. O00167. 330,000 tested, 0.006% active. Potency, µM (top dose mostly 76.9 µM), for inactives: at the highest dose activity, negative = inhibition, hits mostly inhibitors. recombinant Eya2, OMFP fluorescence dephosphorylation (OMFP is methylfluorescein phosphate); further: potency means the concentration at half of the fitted maximal effect; on the % scale 0 is the no-effect control and ±100 the full control effect
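Eya2 protein (added as 0.2 uM solution) was preincubated with compound for 10 min at ambient temperature in 50 mM HEPES pH 7.5, 50 mM NaCl, 5 uM MgCl2, 0.05% BSA, 1 mM DTT. OMFP (added at 50 uM) then reacted 10 min; fluorescence read at 485/525 nm.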
USP2a block = USP2a (human) protease inhibition; O75604; USP2 core, Ub-CHOP2 coupled fluorogenic reporter, 485/531; Potency, µM (series often up to 38.3 µM), inactives show at the highest dose activity change, negative = inhibition, usual class: inhibitors; 330,000 tested, 0.01% active; AID 463254;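 further: potency means the concentration at half of the fitted maximal effect; plate controls were DMSO wells for no effect and full inhibition by NEM control for full effect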
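USP2 core (10nM final) preincubated 30min RT with compound in 20mM Tris-HCl pH 8.0, 2mM CaCl2, 2mM beta-mercaptoethanol, 0.05% CHAPS; 25nM Ub-CHOP2 plus 25nM reporter substrate added, fluorescence (Ex485/Em531) read after 60min.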
* = called active by the depositor; ? = inconclusive; . = no result given; [ ] = dose if it differs, or a comment. Unless noted, the call rests on the fitted dose curve; in most records, active means well fitted curve in the direction sought with a large enough effect; inconclusive means small, poorly fitted or top-dose-only effect, or another doubt; inactive means no such curve, though single readings can be large; an effect the other way counts as inactive or inconclusive. A portion of the library; the hit share may differ from the screen's.

Sequence of screens: AT treatment	KCNH2 WT inh	Mito fusion yeast	KCNH2 3.1 inh	TRPV1 agonist	TCR activator	TSHR antagonist	ELG1 repair inh	Eya2 inh	USP2a block
- Nc1nonc1-c1nc2ccccc2n1CC(=O)N1CCN(c2ccc(F)cc2)CC1
 : 9%	-8	-3%	-6	9	2%	-5	-25%	-14%	-4%
- CC(C)Cn1c(C(C)C)nc([N+](=O)[O-])c1S(=O)(=O)c1ccc(F)cc1
 : 21%	-4	1%	11	9	1%	13	?	8%	0%
- Cc1nn(-c2ccccc2)c(Cl)c1/C=N/O
 : 0%	-15	0%	0	1	-2%[46.1 µM]	-1	5%	-3%	0%
- O=c1[nH]c2ccccc2n1CCCN1CCN(C(c2ccccc2)c2ccccc2)CC1
 : 22%	.	4%	.	11	.	0	?	-3%	2%
- Cc1ccc(-c2nn(CCC(=O)NCC3CCCO3)c(=O)c3ccccc23)cc1 (centres undefined)
 : -3%	-6	6%	14	20	1%	1	26%	-7%	3%
- O=C(Nc1ccc(N2CCCCC2)cc1)C1CCCN1S(=O)(=O)c1ccc(F)cc1 (centres undefined)
 : -5%	-7	0%	4	0	5%	-9	-18%	14%	0%
- Cc1cc(C)cc(NC(=O)NCc2nnc(SCc3ccccc3)n2C)c1
 : -9%	-7	-1%	1	1	-1%	8	-17%	-11%[15.4 µM]	0%
- CC1CCN(CCCCOc2ccc(Br)cc2)CC1
 : -2%	41	6%	?	1	-1%[46.1 µM]	3	-1%	7%	1%
- CC1(C)CC(=O)N(c2cccc(Cl)c2)C(=O)C1
 : 7%	6	17%	2	-2	-8%	5	-10%	6%	7%
- CC(=O)C1CCCN(C(=O)c2ccc3oc(CCc4ccccc4)nc3c2)C1 (centres undefined)
 : 0%	0	7%	10	1	-3%	-4	?	6%	-1%
- COc1cc(Cl)ccc1OCc1cc(C(=O)N(C)Cc2cccc3cnccc23)no1
 : 12%	-10	-4%	-18	-4	4%	-1	0%	-23%	-1%
- O=Cc1ccc2noc(-c3ccc(F)cc3)c2c1
 : -1%	9	7%	-16	6	3%	-5	-17%	7%	12%
- COc1cccc(OC)c1C(=O)OCC(=O)N1CC(C)CC(C)C1 (centres undefined)
 : 0%	-2	0%	18	1	8%	0	28%	-11%	0%
- Cc1ccc(C)c(S(=O)(=O)N2CCN(C(C)C(=O)Nc3ccccc3-c3ccccc3)CC2)c1 (centres undefined)
 : 5%	-5	7%	-27	-2	-1%[46.1 µM]	-10	?	2%	4%
- O=[N+]([O-])c1cc(S(=O)(=O)N2CCCCC2)ccc1NCCCN1CCOCC1
 : -1%	8	2%	-9	3	-2%	-3	?	11%	5%
- CCN(CC)CC(=O)Nc1ccc(-c2nc3cc(NC(=O)CN(CC)CC)ccc3o2)cc1
 : 2%	8	-1%	32	0	-2%	-3	?	-15%	-1%
- Cc1cc(C)cc(OC(=O)CCN2C(=O)C3C4C=CC(C5CC45)C3C2=O)c1 (centres undefined)
 : 2%	0	-1%	14	8	4%	-9	5%	-7%	-4%
- CCC(C)[C@H](NC(=O)Nc1ccc2c(c1)OCCO2)C(=O)O (some centres undefined)
 : 0%	-5	2%	-3	1	0%	-3	?	-2%	-1%
- O=C(CN1CCOCC1)OCCCC1CCCCC1
 : 2%	-8	0%	4	22	2%	1	?	20%	0%
- Cc1cc(C)cc(NC(=O)N2C3CCCC2CC(NC(=O)C2CC2)C3)c1 (centres undefined)
 : 21%	-10	11%	11	4	6%	.	19%	-22%	-1%
- CCN(C(=O)CN1C(=O)/C(=C/c2ccc(F)cc2)SC1=S)C1CCS(=O)(=O)C1 (centres undefined)
 : -13%	-9	3%	2	1	1%	9	?	-2%	-2%
- Cc1cc(C(=O)Nc2ccc(F)cc2C)n(-c2ccccc2)n1
 : -8%	-11	0%	-2	1	1%	-1	6%	1%	2%
- O=C(O)COc1ccc(Cl)cc1CO
 : -5%	-13	1%	7	18	13%	6	4%	32%	-1%
- CCOC(=O)c1c(NC(=O)CSc2nnc(-c3cccnc3)o2)sc(C(C)=O)c1C
 : -2%	4	-3%	7	1	.	-1	-31%	-12%	-2%
- CCN(C(=O)c1cc(Cl)ccc1OC)C1CCCCC1
 : 14%	-3	4%	-7	-3	11%	10	-2%	-19%	-1%
- CC(C)(C)C1CCc2c(sc3nc(SCC(=O)O)nc(N)c23)C1 (centres undefined)
 : 8%	-3	5%	-2	3	3%	-30	?	-9%	0%
- CCn1nc(C)c(C2C(C#N)=C(N)OC3=C2C(=O)CCC3)c1C (centres undefined)
 : -16%	3	-10%	11	-6	-1%[46.1 µM]	5	-2%	2%	1%
- COC1OC(COC(=O)CNC(=O)OC(C)(C)C)C(O)C(O)C1O (centres undefined)
 : -8%	6	-5%	.	-3	5%[46.1 µM]	13	-4%	4%	2%
- CN(C)S(=O)(=O)N1CCN(CC(O)COc2ccc3cc(Br)ccc3c2)CC1 (centres undefined)
 : 8%	-17	-28%	?	2	-2%	-5	23µM*	-1%	-2%
- COc1ccc(Br)cc1C1CC(=O)C(C)C(c2cc(Br)ccc2OC)N1 (centres undefined)
 : 4%	-3	-5%	-2	-3	-15%	1	0%	?	-6%

2 neighbouring compounds from above, quoted:
Sequence of screens: AT treatment	KCNH2 WT inh	Mito fusion yeast	KCNH2 3.1 inh	TRPV1 agonist	TCR activator	TSHR antagonist	ELG1 repair inh	Eya2 inh	USP2a block
- Nc1nonc1-c1nc2ccccc2n1CC(=O)N1CCN(c2ccc(F)cc2)CC1
 : 9%	-8	-3%	-6	9	2%	-5	-25%	-14%	-4%
- CC(C)Cn1c(C(C)C)nc([N+](=O)[O-])c1S(=O)(=O)c1ccc(F)cc1
 : 21%	-4	1%	11	9	1%	13	?	8%	0%

An excerpt of the results above:
Sequence of screens: AT treatment	KCNH2 WT inh	Mito fusion yeast	KCNH2 3.1 inh	TRPV1 agonist	TCR activator	TSHR antagonist	ELG1 repair inh	Eya2 inh	USP2a block
- CC1(C)CC(=O)N(c2cccc(Cl)c2)C(=O)C1
 : 7%	6	17%	2	-2	-8%	5	-10%	6%	7%
- CC(=O)C1CCCN(C(=O)c2ccc3oc(CCc4ccccc4)nc3c2)C1 (centres undefined)
 : 0%	0	7%	10	1	-3%	-4	?	6%	-1%
- COc1cc(Cl)ccc1OCc1cc(C(=O)N(C)Cc2cccc3cnccc23)no1
 : 12%	-10	-4%	-18	-4	4%	-1	0%	-23%	-1%
- O=Cc1ccc2noc(-c3ccc(F)cc3)c2c1
 : -1%	9	7%	-16	6	3%	-5	-17%	7%	12%
- COc1cccc(OC)c1C(=O)OCC(=O)N1CC(C)CC(C)C1 (centres undefined)
 : 0%	-2	0%	18	1	8%	0	28%	-11%	0%
- Cc1ccc(C)c(S(=O)(=O)N2CCN(C(C)C(=O)Nc3ccccc3-c3ccccc3)CC2)c1 (centres undefined)
 : 5%	-5	7%	-27	-2	-1%[46.1 µM]	-10	?	2%	4%
- O=[N+]([O-])c1cc(S(=O)(=O)N2CCCCC2)ccc1NCCCN1CCOCC1
 : -1%	8	2%	-9	3	-2%	-3	?	11%	5%

New compounds follow
Sequence of screens: AT treatment	KCNH2 WT inh	Mito fusion yeast	KCNH2 3.1 inh	TRPV1 agonist	TCR activator	TSHR antagonist	ELG1 repair inh	Eya2 inh	USP2a block
- COCCCNc1nc2nonc2nc1N1CCN(Cc2cccc(C)c2)CC1
 : 1%	7	1%	3	1	3%	-1	-10%	1%	14%
- CCOCCCn1c(SCC(=O)Nc2cc(OC)ccc2OC)nc2ccccc2c1=O
 : 1%	1	2%	-2	?	-5%	-10	?	4%	-2%
- Cc1ccc(/C=C(\C#N)C(=O)NCc2ccco2)o1
 : -4%	6	17%	5	6	-3%	2	?	2%	0%
- Cc1ccc(C(C)NC(=O)C23CC4CC(CC(C4)C2)C3)cc1 (centres undefined)
 : 0%	-2	1%	24	27	11%	-9	-2%	3%	0%
- O=C(CCS(=O)(=O)c1ccccc1)Nc1ccccc1-c1nc2ccccc2s1
 : 3%	-2	0%	-9	1	0%[46.1 µM]	-11	22%	-14%	1%
- Cc1ccc(NC(=O)CCNS(=O)(=O)c2ccc3c(c2)CCC(=O)N3)cc1F
 : 3%	3	0%	-6	-1	-10%	7	9%	?	2%
- COc1ccc(Cc2nnc(NC(=O)CSc3ccc(C)cc3)s2)cc1
 : 2%	10	-5%	2	2	2%[46.1 µM]	2	-3%	0%	1%
- O=C(O)c1ccccc1C(=O)NC1CCCCNC1=O (centres undefined)
 : 6%	2	4%	-9	7	-3%	28	-6%	-2%	-1%
- COCC(=O)N(Cc1cc2cc(OC)ccc2[nH]c1=O)c1ccc(C)cc1
 : 0%	-17	1%	-1	2	3%	-4	15%	3%	4%
- Cc1csc(=O)n1CC(=O)OCC(=O)NCc1ccc(F)cc1
 : 15%	9	-3%	2	1	3%	5	0%	3%	-2%
